# Compound activity as filed in PubChem BioAssay.
# GLS inhibitor – qHTS for Inhibitors of Glutaminase (GLS); Potency, µM (top dose mostly 45.5 µM), for inactives: at the top dose activity change, negative = inhibition, actives largely listed as inhibitors; Glutaminase kidney isoform, mitochondrial (Homo sapiens), O94925; actives 0.21% (n = 410,000); AID 624170, 2012; GLS enzymatic activity, qHTS titration
# Target sequence (O94925 whole entry, looked up, canonical isoform): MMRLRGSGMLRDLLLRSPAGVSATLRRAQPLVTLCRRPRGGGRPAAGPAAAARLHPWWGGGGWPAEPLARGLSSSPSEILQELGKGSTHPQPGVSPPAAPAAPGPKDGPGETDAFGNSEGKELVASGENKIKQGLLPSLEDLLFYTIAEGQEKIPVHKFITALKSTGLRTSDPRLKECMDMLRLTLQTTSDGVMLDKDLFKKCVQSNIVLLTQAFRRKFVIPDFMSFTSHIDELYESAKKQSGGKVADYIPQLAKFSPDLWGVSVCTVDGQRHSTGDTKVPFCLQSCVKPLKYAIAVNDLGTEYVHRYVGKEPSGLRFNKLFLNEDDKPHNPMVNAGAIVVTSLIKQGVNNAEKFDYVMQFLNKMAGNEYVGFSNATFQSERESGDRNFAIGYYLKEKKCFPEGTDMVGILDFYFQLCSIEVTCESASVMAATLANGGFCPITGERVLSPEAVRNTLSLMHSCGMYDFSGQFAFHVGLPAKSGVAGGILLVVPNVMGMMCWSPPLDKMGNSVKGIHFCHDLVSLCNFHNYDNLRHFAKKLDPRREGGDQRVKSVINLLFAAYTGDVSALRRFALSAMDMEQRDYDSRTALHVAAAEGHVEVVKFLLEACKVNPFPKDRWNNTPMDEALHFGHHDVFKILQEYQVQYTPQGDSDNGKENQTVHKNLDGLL
#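 hKGA in 45 mM KH2PO4 pH 8.2, 0.02% Tween-20 with pin-transferred compounds; 1 mM L-glutamine (stock) plus glutamate oxidase/HRP/Amplex Red coupling added. Fluorescence read initially and after 30 min at RT.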
# ALOX12 inh – Primary qHTS assay for inhibitors of human arachidonate 12S-lipoxygenase (ALOX12): Round 2; Polyunsaturated fatty acid lipoxygenase ALOX12 (Homo sapiens), P18054; purified 12hLO, xylenol orange hydroperoxide absorbance; Potency, µM (series often up to 108 µM), for inactives: at the highest dose activity change, negative = inhibition, usual class: inhibitors; actives 1.1% (n = 580,000)
#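 Purified human 12hLO (150 nM final) in 25 mM Hepes, 0.01% Triton X-100, pH 7.0 was preincubated 15 min at room temperature with compound. Then 40 uM arachidonic acid was added, 30 min. Hydroperoxide was read by Fe-XO absorbance ratio 573/405 nm.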
# RGS4 inh – Inhibitors of Regulator of G Protein Signaling (RGS) 4: qHTS; Transcreener GDP fluorescence polarization, RGS4-accelerated GTP hydrolysis; Regulator of G-protein signaling 4 (Homo sapiens), P49798; actives 0.039% (n = 390,000); Potency, µM (highest dose often 114 µM), for the others: top-dose activity change, negative = inhibition, hits mostly inhibitors; note: nearly all actives have a fitted effect of over 75% in size; some results filed as inactive show a strong effect at the top dose
#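 MLSMR compounds (23 nl, pin-transferred) preincubated 10 min at room temperature with a 500nM (2x) first reagent, then RGS4 at 900nM (2x) plus Transcreener GDP mix added; fluorescence polarization (620/688 nm) read before and after 90 min at 30 °C.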
# TrxR1 inh – qHTS Assay for Inhibitors of Mammalian Selenoprotein Thioredoxin Reductase 1 (TrxR1): qHTS | Thioredoxin reductase 1, cytoplasmic (Rattus norvegicus), O89049 | recombinant rTrxR1, NADPH fluorescence consumption, selenite substrate | Potency, µM (top dose mostly 114 µM), inactives show top-dose activity change, negative = inhibition, hits mostly inhibitors | actives 1% (n = 390,000); note: nearly all actives have a fitted effect of over 65% in size
#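 Rat TrxR1 (90 nM in the dispensed reagent) was pre-reduced with 400 uM NADPH for 5 min at room temperature, then incubated with compound for 15 min. After 400 uM selenite was added, NADPH fluorescence (Ex 340/Em 450 nm) was followed for 8 min.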
# An asterisk follows results filed as active; ? = inconclusive; . = no result given; [ ] = another dose, or the depositor's remark. Calls come from the whole dose curve; as a rule, active = well fitted curve in the direction sought with a large enough effect; inconclusive = small, poorly fitted or top-dose-only effect, or another doubt; inactive = no such curve, though single readings can be large; an effect the other way counts as inactive or inconclusive. % is set by controls: 0 for no effect and ±100 for the full control effect; potency is the fitted concentration of half-maximal effect.
GLS inhibitor | ALOX12 inh | RGS4 inh | TrxR1 inh | SMILES
. | -9.8%[57.4 µM] | . | . | Cn1c(Nc2ccc(C(F)(F)F)cc2)nc2cc(Oc3ccnc(-c4ncc(C(F)(F)F)[nH]4)c3)ccc21
. | ? | . | . | COc1cc(N2CCC(N3CCN(C)CC3)CC2)ccc1Nc1ncc(Cl)c(Nc2ccccc2S(=O)(=O)C(C)C)n1
. | -5.5%[57.4 µM] | . | . | FC(F)(F)c1ccc(Nc2nc3ccc(Oc4ccnc(-c5ncc(C(F)(F)F)[nH]5)c4)cc3[nH]2)cc1
. | -5.2%[22.9 µM] | . | . | CCN(CC)C(=O)Nc1ccc(OCC(O)CNC(C)(C)C)c(C(C)=O)c1 (centres undefined)
. | 6.7% | . | . | CC(=O)Nc1ccc(C(=O)NC2CCN(c3cc(-c4ccccc4)[nH]n3)C2)cc1 (centres undefined)
. | 25.2% | . | . | Cc1noc(C)c1Cc1c(C(=O)NCCc2noc(C3CC3)n2)noc1C
. | -5.6%[22.9 µM] | . | . | CN(C)CCN(Cc1ccsc1)c1ccccn1
. | 0.3% | . | . | Cc1nc(-c2ccc(OC3CCN(C(=O)c4[nH]nc5c4COc4ccccc4-5)C3)cc2)no1 (centres undefined)
. | -5.9%[22.9 µM] | . | . | NS(=O)(=O)c1cc(C(=O)NN2C[C@H]3[C@H]4CCC(C4)[C@H]3C2)ccc1Cl
. | -5.7% | . | . | O=[N+]([O-])c1cccc(/C=N/Nc2nnc(Cl)c3ccccc23)c1
. | ? | . | . | C[C@@H]1[C@H](C)CC[C@]2(C(=O)O)CC[C@]3(C)C(=CC[C@@H]4[C@@]5(C)C[C@@H](O)[C@H](O)[C@@](C)(CO)[C@H]5CC[C@]43C)[C@@H]12
. | 24.2% | . | . | CCc1ccccc1NC(=O)Cn1nc2n(c1=O)CCCC2

# Random excerpt: 5 records from the list, in no set order.
GLS inhibitor | ALOX12 inh | RGS4 inh | TrxR1 inh | SMILES
. | ? | . | . | C[C@@H]1[C@H](C)CC[C@]2(C(=O)O)CC[C@]3(C)C(=CC[C@@H]4[C@@]5(C)C[C@@H](O)[C@H](O)[C@@](C)(CO)[C@H]5CC[C@]43C)[C@@H]12
. | 6.7% | . | . | CC(=O)Nc1ccc(C(=O)NC2CCN(c3cc(-c4ccccc4)[nH]n3)C2)cc1 (centres undefined)
. | -5.5%[57.4 µM] | . | . | FC(F)(F)c1ccc(Nc2nc3ccc(Oc4ccnc(-c5ncc(C(F)(F)F)[nH]5)c4)cc3[nH]2)cc1
. | -5.2%[22.9 µM] | . | . | CCN(CC)C(=O)Nc1ccc(OCC(O)CNC(C)(C)C)c(C(C)=O)c1 (centres undefined)
. | -5.9%[22.9 µM] | . | . | NS(=O)(=O)c1cc(C(=O)NN2C[C@H]3[C@H]4CCC(C4)[C@H]3C2)ccc1Cl

# (continued)
GLS inhibitor | ALOX12 inh | RGS4 inh | TrxR1 inh | SMILES
. | -3.4%[22.9 µM] | . | . | CC1c2ccccc2CN1NC(=O)c1ccc(Cl)c(S(N)(=O)=O)c1 (centres undefined)
. | -13.0%[57.4 µM] | . | . | O=C(c1cc(Cc2n[nH]c(=O)c3ccccc23)ccc1F)N1CCN(C(=O)C2CC2)CC1
. | 6.5%[176 µM] | . | . | CC/C=C\CC/C=C/CO
. | 19.9% | . | . | Cc1cnc(C2CC2)n1C1CCCN(C(=O)NC(C)C)C1 (centres undefined)
. | -9.3% | . | . | O=c1n(CC2CC2)nc2n1CCN(S(=O)(=O)c1ccccc1C(F)(F)F)C2
. | -28.2%[57.4 µM] | . | . | CC(=O)Nc1nc(C)c(-c2ccc(Cl)c(S(=O)(=O)NCCO)c2)s1
. | 2.6%[57.4 µM] | . | . | COc1cc(C)c(Sc2cnc(NC(=O)c3ccc(CNC(C)C(C)C)cc3)s2)cc1C(=O)N1CCN(C(C)=O)CC1 (centres undefined)
? | . | -41.5%[56.9 µM] | ? | Cc1c(C(=O)O)c(O)cc2c1C(=O)c1c(O)c([C@H]3O[C@H](CO)[C@@H](O)[C@H](O)[C@H]3O)c(O)c(O)c1C2=O
. | 0.0% | 97.6%[activator][56.9 µM] | . | CCN(CC)C[C@@H]1CCCCN1CC(=O)N1c2ccccc2C(=O)Nc2cccnc21
. | 0.0% | -41.5%[56.9 µM] | . | CN(C)CCCSc1ccccc1NC(=O)/C=C\c1ccccc1
. | ? | 310.0%[activator][56.9 µM] | . | C/C(O)=C1\C(=O)[C@@H]2[C@H]3c4c[nH]c5cccc(c45)C[C@H]3C(C)(C)N2C1=O
4.0% | 4.0% | . | . | O=C(Cn1ccnc1[N+](=O)[O-])NCCO
-16.7% | 9.4%[176 µM] | . | . | CCCOC(=O)c1ccccc1
22.2% | -15.9%[22.9 µM] | . | . | C#C[C@]1(OC(C)=O)CC[C@H]2[C@@H]3CCC4=C/C(=N/O)CC[C@@H]4[C@H]3CC[C@@]21CC
19.8% | ? | . | . | CCN(CC)CCOc1ccccc1C(=O)CCc1ccccc1
7.6% | -9.8%[22.9 µM] | . | . | COC(=O)c1cccnc1
-9.0% | ? | . | . | OC1(c2ccc(Cl)c(C(F)(F)F)c2)CCN(CCCC(c2ccc(F)cc2)c2ccc(F)cc2)CC1
-6.0% | -5.8%[22.9 µM] | . | . | CCOC(=O)c1cccc(N)c1
2.3% | ? | . | . | COc1cc(Nc2c(C#N)cnc3cc(OCCCN4CCN(C)CC4)c(OC)cc23)c(Cl)cc1Cl
-6.5% | 1.8%[22.9 µM] | . | . | CC(=O)c1ccc(OCC(=O)N2CCCCC2)cc1
12.8% | 0.0% | . | . | NC(=O)n1c(O)c(C(=O)c2cccs2)c2cc(Cl)ccc21
24.2% | ? | . | . | N/C(=N\N=C\c1ccc(Cl)cc1)N/N=C/c1ccc(Cl)cc1
0.9% | -4.3% | . | . | COc1cncc(C#Cc2ccccn2)c1
6.0% | -5.3%[22.9 µM] | . | . | CCNC(=O)/C=C/c1cccc(Br)c1
11.2% | -10.9%[22.9 µM] | . | . | CC(=O)NCCCCCC(=O)O
-10.0% | 1.3%[22.9 µM] | . | . | CCCCCCCC/C=C\CCCCCCCCN
2.5% | ? | . | . | O=C(Nc1ccc(Cl)cc1)Nc1ccc(Cl)c(C(F)(F)F)c1
6.0% | -1.1%[176 µM] | ? | . | O=C(O)CN1C(=O)c2cccc3cccc(c23)C1=O

# Sorted by length of the SMILES (rising): 7 of the compounds above.
GLS inhibitor | ALOX12 inh | RGS4 inh | TrxR1 inh | SMILES
11.2% | -10.9%[22.9 µM] | . | . | CC(=O)NCCCCCC(=O)O
-10.0% | 1.3%[22.9 µM] | . | . | CCCCCCCC/C=C\CCCCCCCCN
0.9% | -4.3% | . | . | COc1cncc(C#Cc2ccccn2)c1
6.0% | -5.3%[22.9 µM] | . | . | CCNC(=O)/C=C/c1cccc(Br)c1
6.0% | -1.1%[176 µM] | ? | . | O=C(O)CN1C(=O)c2cccc3cccc(c23)C1=O
12.8% | 0.0% | . | . | NC(=O)n1c(O)c(C(=O)c2cccs2)c2cc(Cl)ccc21
24.2% | ? | . | . | N/C(=N\N=C\c1ccc(Cl)cc1)N/N=C/c1ccc(Cl)cc1

# An excerpt; count on the stated rates, not on these rows.
